PG9 binder – small molecules binding HIV-1 gp120 antibody PG9. TR-FRET gp120-PG9 antibody binding. inhibition, % at 6.7 µM. hit rate 0.43% among 360,000. AID 624416; in the data active = inhibition above about 8.5%
PRMT1 FP inh – inhibitors of human PRMT1; Q99873; recombinant PRMT1, activity-based probe fluorescence polarization; inhibition, % at 2.79 µM; hit rate 1.3% among 370,000; AID 652257;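 active = inhibition above about 21% made by adding two undisclosed values, limit read from the data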
Target sequence (Q99873 whole entry, looked up): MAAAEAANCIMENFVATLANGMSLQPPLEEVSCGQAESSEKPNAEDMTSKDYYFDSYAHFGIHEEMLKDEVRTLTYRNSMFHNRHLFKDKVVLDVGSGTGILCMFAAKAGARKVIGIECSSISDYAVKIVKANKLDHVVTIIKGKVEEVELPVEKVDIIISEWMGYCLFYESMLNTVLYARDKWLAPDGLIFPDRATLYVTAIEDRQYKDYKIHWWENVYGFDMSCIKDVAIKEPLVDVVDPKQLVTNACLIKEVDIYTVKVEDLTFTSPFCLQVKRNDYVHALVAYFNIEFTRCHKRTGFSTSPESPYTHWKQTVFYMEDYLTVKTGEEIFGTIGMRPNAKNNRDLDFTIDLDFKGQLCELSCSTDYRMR
HTRA1 inh – inhibitors of human serine peptidase HTRA1; hit rate 0.5% among 340,000; inhibition, % at 5.96 µM; recombinant HTRA1, FP-rhodamine activity-based probe, fluorescence polarization; Q92743; in the data active = inhibition above about 36%;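 note: 0% = enzyme with DMSO and 100% = wells lacking enzyme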
LEDGF integ inh – blocks HIV-1 LEDGF/p75-dependent DNA integration. inhibition, % at 3.7 µM. AID 743269. TR-FRET IN-LEDGF/p75 DNA integration, Eu/Cy5. hit rate 0.64% among 370,000;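 active = inhibition above the screen-wide mean plus 3 SD, cut at about 13% in these data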;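 note: signal is the Cy5 over europium emission ratio at 671 and 618 nm; 0% = plate median of compound wells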
Rev-erbA mod – modulators of human Rev-erb alpha DNA binding. activity, % at 10 µM. hit rate 0.79% among 370,000. Rev-erbα–FITC-DNA binding, fluorescence polarization, 90 min;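 active = activity above about 14%, limit read from the data; passing the limit was not always enough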;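 note: 0% = DMSO wells with 35 nM protein and 100% = DMSO wells with 750 nM protein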
Target sequence (P20393 whole entry, looked up): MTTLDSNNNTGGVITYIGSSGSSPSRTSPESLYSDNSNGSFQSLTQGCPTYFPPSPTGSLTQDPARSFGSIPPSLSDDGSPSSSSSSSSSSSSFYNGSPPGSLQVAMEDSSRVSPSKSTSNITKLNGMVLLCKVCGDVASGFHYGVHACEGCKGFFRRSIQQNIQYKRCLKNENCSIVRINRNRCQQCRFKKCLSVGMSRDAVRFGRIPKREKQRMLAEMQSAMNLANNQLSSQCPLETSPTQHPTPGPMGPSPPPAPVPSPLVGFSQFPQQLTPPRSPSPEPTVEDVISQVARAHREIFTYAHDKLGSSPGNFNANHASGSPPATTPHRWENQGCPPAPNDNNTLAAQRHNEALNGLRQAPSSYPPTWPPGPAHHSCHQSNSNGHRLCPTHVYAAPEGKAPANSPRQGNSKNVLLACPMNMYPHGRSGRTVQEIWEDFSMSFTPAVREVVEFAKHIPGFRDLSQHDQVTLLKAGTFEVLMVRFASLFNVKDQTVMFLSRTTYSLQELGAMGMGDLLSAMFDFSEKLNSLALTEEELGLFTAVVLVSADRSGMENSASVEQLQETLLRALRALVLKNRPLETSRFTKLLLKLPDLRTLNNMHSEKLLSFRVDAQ
TDP2 inh – blocks human TDP2 phosphodiesterase activity. hit rate 0.34% among 370,000. inhibition, % at 12.8 µM. recombinant TDP2, T5PNP hydrolysis, p-nitrophenol absorbance 415 nm;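 active = inhibition above the mean of all tested compounds plus 3 SD, set per campaign, cut at about 25% in these data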;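 note: 0% = DMSO with enzyme and 100% = buffer with substrate but no TDP2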
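Test system: Human TDP2 enzyme | Reagent: 5 mM T5PNP | Compound dosing: 12.8 µM single point, 1% DMSO | Incubation: Enzyme reaction with compound for 2 h at 37 °C | Technique: p-Nitrophenol epi absorbance | Read-out: % inhibition relative to enzyme-containing and enzyme-free wells | Benchmarks: High control without enzyme, low control DMSO plus TDP2 | Replicates: Singlicate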
TCR-CD3 inh – blocks the human TCR-CD3 interaction; TAMRA-labeled TCR probe fluorescence, biochemical; inhibition, % at 9.4 µM; hit rate 0.37% among 360,000; AID 651800; in the data active = inhibition above about 19%;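 note: recombinant mutant TCR 2C K166C tagged with TAMRA read by polarization; 0% = receptor in buffer alone and 100% = receptor with positive control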
SIAE inh – human SIAE inhibition, primary screen | hit rate 0.69% among 370,000 | SIAE FP-Rh probe binding, fluorescence polarization | inhibition, % at 9.66 µM | Q9HAT2;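 active = inhibition above a cutoff: mean of compounds within the control limits plus 3 SD of those, cut at about 17% in these data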;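 note: 0% = plate median of compound wells and 100% = probe without SIAE protein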
rCAG binder – binds r(CAG) RNA repeats | r(CAG) RNA repeat, TO-PRO-1 dye displacement fluorescence | inhibition, % at 3 µM | hit rate 1.3% among 370,000;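 active = inhibition above the plate cutoff, the mean of all test compounds on that plate plus 3 SD, cut at about 35% in these data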;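 note: 0% = DMSO alone and 100% = 100 µM mitoxantrone as full dye displacement; higher means more dye released from RNA so lower well fluorescence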
ABHD4 inh – ABHD4 (mouse) inhibition, primary FP screen | Q8VD66 | purified mABHD4, FP-Rh probe fluorescence polarization | inhibition, % at 8.92 µM | hit rate 0.54% among 370,000 | AID 720543;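 active = inhibition exceeding the mean over every tested compound plus 3 SD, cut at about 30% in these data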;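 note: 0% = plate median of compound wells and 100% = S159A mutant with DMSO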
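Test system: mABHD4 protein | Buffer or medium: HEPES pH 7.0 buffer, 150 mM NaCl, 0.01% Pluronic F-127 | Probe or stimulus: FP-Rh fluorescent activity-based probe, added after compound pre-incubation | Timing: Pre-incubation 45 min, probe exposure 60 min, at 25 °C | Technique: Fluorescence polarization, excitation 525 nm, emission 598 nm, BODIPY TMR filters | Repeats: Single well per compound (singlicate)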
Numbers without * were called inactive; x = not tested or not shown. This is a subset (hit frequency here may not be typical).

SMILES	PG9 binder	PRMT1 FP inh	HTRA1 inh	LEDGF integ inh	Rev-erbA mod	TDP2 inh	TCR-CD3 inh	SIAE inh	rCAG binder	ABHD4 inh
CC(=O)c1ccc(S(=O)c2ccccc2)cc1 (stereo not given)	4.2	3	11	4	-2	1	1	-4	-1	-7
COc1ccc(/C=C2\SC(=O)N=C2N)cc1OC	-9.8	-1	-1	3	-4	-14	-10	1	6	-8
Cc1cc(-n2c(SCCC#N)nnc2-c2cccnc2)ccc1Cl	1.4	0	0	-2	5	-3	-1	1	-3	3
O=C(O)COc1ccccc1/C=C1\SC(=Nc2ccc(F)cc2)N(c2ccc(F)cc2)C1=O	1.0	3	-9	0	6	15	1	-10	40*	-1
Cc1cc(-n2c(=S)sc3c(=O)n(-c4ccc(F)cc4)c(SCC(=O)O)nc32)ccc1Cl	-1.6	1	-6	-3	1	6	4	-6	48*	4
Cc1cc(NC(=O)CSc2nc(-c3cccs3)nc3ccccc23)no1	4.6	0	-44	1	28*	4	-2	-3	8	-21
CN(C)Cc1c(C(=O)Nc2ccccc2)[nH]c2ccccc12	-3.0	-1	-14	-2	-3	-14	-3	6	-3	-5
Cc1nc2sc(C(c3ccc(Cl)cc3)N3CCN(c4ccccc4F)CC3)c(O)n2n1 (stereo not given)	-0.7	-4	-4	0	0	2	5	-1	-6	6
Cc1cc(C)c2c(-n3cccc3)c(C(=O)NNS(=O)(=O)c3ccc(F)cc3)sc2n1	0.0	-2	5	-4	7	-9	-1	-1	21	-1
CCCCNC(=O)c1ccccc1SCc1c(C)noc1C	-1.4	2	5	0	-1	6	9	-8	-4	4
CC(NC(=O)C1CC12CCC2)c1ccccc1 (stereo not given)	-0.6	0	5	3	9	-14	3	5	0	-14
COc1ccc(N2C(=O)C(CC(N)=O)N(NC(=O)c3cccc(OC)c3)C2=S)cc1 (stereo not given)	0.6	0	-2	0	2	8	2	3	2	5
COc1ccc2nc(-c3ccccc3)cc(C(=O)OCC(=O)NC3CC3)c2c1	0.3	7	-1	4	18*	0	-9	5	1	-6
CCn1c(SCC(=O)N2CCCCC2C)nnc1-c1ccc(S(=O)(=O)N2CCN(C)CC2)cc1 (stereo not given)	-0.6	-5	-1	-3	-1	-11	6	-3	-9	-1
Cc1ccc(CN2CC(C(=O)N3CC=C(c4ccccc4)CC3)CC2=O)cc1 (stereo not given)	-2.9	-2	-4	0	-1	-8	-2	-5	-8	-3
CCN(CC)CC1(O)CCN(C(=O)c2ccc(Cl)c(Cl)c2)CC1	0.2	0	-1	-2	0	6	10	-2	-2	-1
COc1ccc(NC(=O)N2CCc3cc(OC)c(OC)cc3C2)cc1	0.7	-2	1	-3	-3	0	-4	0	-5	2
Cc1nc(C#N)c(N/N=C/c2c(F)cccc2Cl)o1	-5.0	0	-1	-2	7	12	4	4	2	-1
Cc1ccc(OCC(=O)Nc2cc(NC(=O)COc3ccc(C)c(C)c3)cc(C(=O)O)c2)cc1C	-0.3	-2	0	-1	-3	10	2	-23	12	-1
CCOC(=O)c1ccc(NC(=O)N2CCN(C(=O)C3CCCO3)CC2)cc1 (stereo not given)	-2.6	-2	0	-2	-4	5	7	6	-4	4
CC(C)(C)C1C/C(=C/c2ccco2)C(=O)/C(=C/c2ccco2)C1 (stereo not given)	1.1	25*	20	80*	-15	8	3	-14	45*	10
Cc1nc2nc(-c3ccccc3)[nH]n2c(=O)c1Cc1ccccc1	-0.9	-3	-11	-3	-4	-14	2	3	4	2
Cc1ccc(NC(=O)NC(=O)COc2ccccc2C(N)=O)c(C)c1	-2.2	1	-1	4	-13	3	-5	-7	-2	3
CN(C)CCCNc1oc(-c2cccc(Cl)c2)nc1C#N	3.2	-4	0	-1	-1	12	3	3	3	2
Cc1cccc2nc(CSCc3ccco3)cn12	-2.0	27*	5	16*	-8	4	5	15	8	5
Cc1ccc2nc(NC(=O)COC(=O)c3ccc(Br)o3)sc2c1	0.9	13	-24	1	-4	-4	-1	-1	16	-1
O=C(CSc1nc2c(c(C(F)(F)F)n1)CCc1ccccc1-2)NCc1ccccc1	0.3	-2	-10	-4	97*	5	1	-1	2	8
Cc1nn(C)cc1CN(C)C(=O)c1sc2cccc(Cl)c2c1Cl	1.6	-1	6	2	-2	7	4	-4	0	-15
COc1cccc(-c2nnc(-c3ccc(C(F)(F)F)cc3)o2)c1OC	-1.4	-2	-3	2	-5	-2	1	1	-7	6
Cc1cccc2cccnc12	-1.8	0	3	2	1	3	16	4	0	0
COc1ccc(N=Cc2c(O)ccc3ccccc23)cc1	-3.2	-5	-10	3	7	-15	-1	7	-4	-2
C/C(=C\C(=O)c1ccc(Br)cc1)NCc1ccccc1	-1.0	0	-18	0	1	-4	-2	-6	-3	0
CC(=O)Oc1ccccc1/C=C/c1nc2ccccc2c(=O)o1	-3.6	0	9	0	-1	8	6	-6	16	-11
O=C1C[C@@H]2c3c(cccc3CN1Cc1ccccc1F)C[C@@H](O)[C@H]2O	-0.9	1	5	-2	-2	3	5	2	-3	0
COc1ccc(NC(=O)CN2C(=O)NC(C)(c3ccc4c(c3)OCCO4)C2=O)cc1S(N)(=O)=O (stereo not given)	-0.8	-1	10	4	-5	-6	2	-4	6	0
CC1CCc2c(sc(/N=C/c3cccnc3)c2C(N)=O)C1 (stereo not given)	-6.4	7	x	-1	-2	0	1	2	0	6
Cc1noc(C)c1S(=O)(=O)N1CCC(C(=O)Nc2ccc(OC(F)(F)F)cc2)CC1	-1.8	1	-9	0	-3	-4	3	-2	-4	-4
O=C1/C(=C/C=C/c2ccco2)SC(=S)N1NS(=O)(=O)c1ccccc1	-3.0	53*	25	71*	-25	22	22*	7	89*	46*
CN(c1cccc(NS(=O)(=O)c2cccc([N+](=O)[O-])c2)c1)S(C)(=O)=O	-1.9	-1	2	1	-6	10	3	-2	1	-2
COc1ccc(/C=C2\SC(=S)N(CCC(=O)Nc3ccc(O)cc3)C2=O)cc1	1.5	-2	6	3	1	11	0	2	5	-1
O=S(=O)(N1CCOCC1)n1nnc2ccccc21	-1.8	-1	0	1	5	10	5	-6	2	0
C=CCNc1nc2c(c(=O)n(C)c(=O)n2C)n1Cc1ccc(F)cc1	1.4	-4	-5	1	0	8	0	8	0	3
CCCN(C)C1CN(Cc2cn(Cc3cc(C)cc(C)c3)nn2)S(=O)(=O)C1 (stereo not given)	-1.3	3	x	-2	3	-9	-3	-3	1	4
Cc1ccc(C)c(NC(=O)COc2cccc3c2CCN(Cc2ccccc2C)C3=O)c1	0.7	1	2	-2	-2	7	-6	-15	4	3
CCCCNC(=O)C1(C)CCCCN1C(=O)c1ccc(F)cc1Cl (stereo not given)	-2.9	-5	x	1	0	4	-4	-4	0	3
C/C(=N\NC(=O)CCn1nnc2ccccc21)c1ccco1	-3.8	-9	-1	7	-1	-4	-3	4	2	2
C=CCNc1nc(Nc2ccc(OC)cc2)nc(OC)n1	2.8	-1	-1	4	-3	1	2	3	-3	3
C/C(CCc1ccccc1)=N\NC(=O)C1C2CCCCC21 (stereo not given)	0.1	0	-7	-5	2	1	0	0	-4	-1
O=C(c1ccccc1S(=O)(=O)NCC(O)COc1ccc([N+](=O)[O-])cc1)N1CCCCC1 (stereo not given)	1.4	3	-3	3	0	2	1	-1	-1	-4
CC(=O)c1ccc(N=Nc2ccc(N)cc2)cc1	-2.7	-2	17	-1	16	-13	6	12	2	6
CCCn1nnc(NC(=O)c2ccc(OCC)c(Cl)c2)n1	-0.1	0	2	-2	0	-18	-6	-5	-4	-14
O=C(NCCCN1CCOCC1)c1cc2c(s1)CCC2	0.7	-1	-1	-2	1	-16	-1	-2	2	-4
Cc1cc(C)cc(NS(=O)(=O)c2cc(C(=O)NCc3ccccn3)ccc2Cl)c1	0.8	-1	-2	-4	-3	2	-1	-2	2	5
CSc1nc2c(c(=O)[nH]1)C(c1ccc(F)cc1)CC(=O)N2 (stereo not given)	-2.5	3	4	-3	4	-1	2	-2	2	-1

Laid out differently: entries from further up
| canonical_smiles | PG9 binder | PRMT1 FP inh | HTRA1 inh | LEDGF integ inh | Rev-erbA mod | TDP2 inh | TCR-CD3 inh | SIAE inh | rCAG binder | ABHD4 inh |
| --- | --- | --- | --- | --- | --- | --- | --- | --- | --- | --- |
| CN(c1cccc(NS(=O)(=O)c2cccc([N+](=O)[O-])c2)c1)S(C)(=O)=O | -1.9 | -1 | 2 | 1 | -6 | 10 | 3 | -2 | 1 | -2 |
| COc1ccc(/C=C2\SC(=S)N(CCC(=O)Nc3ccc(O)cc3)C2=O)cc1 | 1.5 | -2 | 6 | 3 | 1 | 11 | 0 | 2 | 5 | -1 |
| O=S(=O)(N1CCOCC1)n1nnc2ccccc21 | -1.8 | -1 | 0 | 1 | 5 | 10 | 5 | -6 | 2 | 0 |
| C=CCNc1nc2c(c(=O)n(C)c(=O)n2C)n1Cc1ccc(F)cc1 | 1.4 | -4 | -5 | 1 | 0 | 8 | 0 | 8 | 0 | 3 |
| CCCN(C)C1CN(Cc2cn(Cc3cc(C)cc(C)c3)nn2)S(=O)(=O)C1 (stereo not given) | -1.3 | 3 | x | -2 | 3 | -9 | -3 | -3 | 1 | 4 |
| Cc1ccc(C)c(NC(=O)COc2cccc3c2CCN(Cc2ccccc2C)C3=O)c1 | 0.7 | 1 | 2 | -2 | -2 | 7 | -6 | -15 | 4 | 3 |
| CCCCNC(=O)C1(C)CCCCN1C(=O)c1ccc(F)cc1Cl (stereo not given) | -2.9 | -5 | x | 1 | 0 | 4 | -4 | -4 | 0 | 3 |
| C/C(=N\NC(=O)CCn1nnc2ccccc21)c1ccco1 | -3.8 | -9 | -1 | 7 | -1 | -4 | -3 | 4 | 2 | 2 |
| C=CCNc1nc(Nc2ccc(OC)cc2)nc(OC)n1 | 2.8 | -1 | -1 | 4 | -3 | 1 | 2 | 3 | -3 | 3 |
| C/C(CCc1ccccc1)=N\NC(=O)C1C2CCCCC21 (stereo not given) | 0.1 | 0 | -7 | -5 | 2 | 1 | 0 | 0 | -4 | -1 |
| O=C(c1ccccc1S(=O)(=O)NCC(O)COc1ccc([N+](=O)[O-])cc1)N1CCCCC1 (stereo not given) | 1.4 | 3 | -3 | 3 | 0 | 2 | 1 | -1 | -1 | -4 |
| CC(=O)c1ccc(N=Nc2ccc(N)cc2)cc1 | -2.7 | -2 | 17 | -1 | 16 | -13 | 6 | 12 | 2 | 6 |
| CCCn1nnc(NC(=O)c2ccc(OCC)c(Cl)c2)n1 | -0.1 | 0 | 2 | -2 | 0 | -18 | -6 | -5 | -4 | -14 |

High-throughput results as filed in PubChem.
